Screening results: PubChem, Vanderbilt High Throughput Screening Facility
Cav3 T inh = human Cav3.2 channel inhibition, primary screen | B-score at 10 µM | Cav3.2-expressing cells, Fluo-4 calcium fluorescence FDSS; active compounds read low | O95180 | AID 449739 | actives 4% (n = 100,000);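 active = single-dose well whose peak fluorescence ratio is a statistical outlier from its plate by either plate-standardised score or position-corrected B-score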
Target sequence (O95180 whole entry, looked up): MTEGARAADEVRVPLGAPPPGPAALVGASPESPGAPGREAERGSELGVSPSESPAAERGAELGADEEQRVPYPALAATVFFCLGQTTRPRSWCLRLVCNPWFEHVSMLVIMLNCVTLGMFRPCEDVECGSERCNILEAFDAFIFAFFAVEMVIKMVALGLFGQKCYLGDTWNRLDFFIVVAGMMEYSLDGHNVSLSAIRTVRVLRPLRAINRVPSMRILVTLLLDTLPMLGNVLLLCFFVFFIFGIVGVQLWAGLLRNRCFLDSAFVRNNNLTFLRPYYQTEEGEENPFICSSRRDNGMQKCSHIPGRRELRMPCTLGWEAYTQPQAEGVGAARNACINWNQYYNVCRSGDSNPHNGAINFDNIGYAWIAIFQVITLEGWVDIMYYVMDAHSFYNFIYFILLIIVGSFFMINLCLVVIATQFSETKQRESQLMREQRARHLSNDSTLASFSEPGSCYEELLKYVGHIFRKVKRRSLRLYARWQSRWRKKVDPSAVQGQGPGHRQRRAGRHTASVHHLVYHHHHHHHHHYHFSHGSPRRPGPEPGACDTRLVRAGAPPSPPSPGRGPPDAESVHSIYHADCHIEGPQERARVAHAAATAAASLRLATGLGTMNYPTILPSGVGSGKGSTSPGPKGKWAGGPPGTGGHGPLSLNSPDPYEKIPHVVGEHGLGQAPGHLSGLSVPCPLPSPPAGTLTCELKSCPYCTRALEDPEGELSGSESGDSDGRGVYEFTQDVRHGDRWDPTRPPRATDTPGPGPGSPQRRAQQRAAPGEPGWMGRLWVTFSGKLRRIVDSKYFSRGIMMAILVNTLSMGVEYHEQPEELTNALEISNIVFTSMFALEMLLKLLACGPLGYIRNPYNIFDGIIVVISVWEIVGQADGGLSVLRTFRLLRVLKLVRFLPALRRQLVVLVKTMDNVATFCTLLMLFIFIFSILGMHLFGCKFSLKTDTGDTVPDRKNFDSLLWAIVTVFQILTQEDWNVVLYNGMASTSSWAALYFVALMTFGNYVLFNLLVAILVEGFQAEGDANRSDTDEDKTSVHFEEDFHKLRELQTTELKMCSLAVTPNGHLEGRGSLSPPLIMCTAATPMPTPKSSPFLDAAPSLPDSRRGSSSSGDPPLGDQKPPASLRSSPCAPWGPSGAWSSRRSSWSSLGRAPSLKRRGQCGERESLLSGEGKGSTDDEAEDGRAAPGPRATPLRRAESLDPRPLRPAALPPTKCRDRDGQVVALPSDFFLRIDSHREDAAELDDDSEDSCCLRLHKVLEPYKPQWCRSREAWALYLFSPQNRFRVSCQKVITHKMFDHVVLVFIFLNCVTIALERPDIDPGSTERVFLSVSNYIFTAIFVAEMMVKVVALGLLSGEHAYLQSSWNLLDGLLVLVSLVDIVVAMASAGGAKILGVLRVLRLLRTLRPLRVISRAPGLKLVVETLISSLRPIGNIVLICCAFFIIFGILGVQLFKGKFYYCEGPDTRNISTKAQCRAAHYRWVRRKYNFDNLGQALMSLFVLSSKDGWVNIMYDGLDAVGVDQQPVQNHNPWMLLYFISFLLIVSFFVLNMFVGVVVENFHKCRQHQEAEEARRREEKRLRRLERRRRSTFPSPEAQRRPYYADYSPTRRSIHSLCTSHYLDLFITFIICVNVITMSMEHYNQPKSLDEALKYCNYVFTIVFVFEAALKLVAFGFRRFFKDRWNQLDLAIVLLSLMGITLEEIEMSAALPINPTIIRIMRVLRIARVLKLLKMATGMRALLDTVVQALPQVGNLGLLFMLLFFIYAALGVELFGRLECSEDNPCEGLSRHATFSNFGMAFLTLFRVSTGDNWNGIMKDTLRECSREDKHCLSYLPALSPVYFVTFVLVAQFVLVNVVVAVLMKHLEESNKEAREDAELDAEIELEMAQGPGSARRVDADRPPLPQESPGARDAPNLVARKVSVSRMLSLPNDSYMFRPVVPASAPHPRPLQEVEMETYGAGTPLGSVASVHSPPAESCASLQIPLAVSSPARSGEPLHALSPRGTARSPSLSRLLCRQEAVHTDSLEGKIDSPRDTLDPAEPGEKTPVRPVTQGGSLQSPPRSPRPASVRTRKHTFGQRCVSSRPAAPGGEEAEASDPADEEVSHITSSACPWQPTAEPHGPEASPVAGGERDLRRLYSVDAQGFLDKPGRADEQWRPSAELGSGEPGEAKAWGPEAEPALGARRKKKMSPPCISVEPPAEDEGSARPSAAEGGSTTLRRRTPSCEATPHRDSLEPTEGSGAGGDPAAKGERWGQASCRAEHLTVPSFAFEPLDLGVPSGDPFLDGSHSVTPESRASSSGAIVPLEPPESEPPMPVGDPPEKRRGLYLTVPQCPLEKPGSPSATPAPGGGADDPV
* hit, by the source's call. An excerpt. The share of hits here may be higher or lower than overall.

SMILES	Cav3 T inh
O=C1NC2NC(=O)N(C(Cc3ccccc3)C(=O)O)C2N1 (stereo unspecified)	0.58
CCOc1cc(S(=O)(=O)NC2CCCCCC2)ccc1F	-3.2
Clc1ccc(OCCn2cnc3ccccc32)cc1	-0.026
CC(=O)Nc1nnc(SCC(=O)NCCOc2ccccc2)s1	0.061
COc1cccc(N(CC(=O)N2CCc3ccccc3C2)S(C)(=O)=O)c1	1
Cn1c(/N=C/c2cccs2)nc2ccccc21	3*
O=C(NCCCN1CCOCC1)[C@@H]1CSC2c3ccccc3C(=O)N21 (stereo partly specified)	-0.27
O=C(NCC(c1cccnc1)N1CCOCC1)c1ccc2c(c1)OCO2 (stereo unspecified)	-1.5
O=C(CCCCCN1C(=O)c2ccccc2C1=O)Nc1ccccc1	0.26
O=C1CC(c2ccco2)CC2=C1C1c3ccccc3C(=O)N1c1ccccc1N2 (stereo unspecified)	0.71
C=CCn1c(Oc2ccc(C(=O)OC)cc2)nc2c1c(=O)n(C)c(=O)n2C	2.1
COc1cc2c(c(OC)c1CC=C(C)C)C[C@H](c1ccc(O)cc1O)CO2	-0.45
O=C(C1=C[C@@H](c2ccc3c(c2)OCO3)C[C@@H](OCCCCO)O1)N1CCN(Cc2ccc3c(c2)OCO3)CC1	0.042
Cc1ccc(/C=N/n2c(C)n[nH]c2=S)o1	0.41
Cc1csc2ncc(C(=O)N3c4ccccc4CC3C)c(=O)n12 (stereo unspecified)	0.4
COc1ccc(Cc2nc(N)nc(N)n2)cc1	0.18
Cc1ccc(OCc2ccc(C(=O)Nc3nccs3)o2)cc1C	-1.4
CCN1CCN(C(c2cccs2)C(C)NC(=O)c2ccccc2)CC1 (stereo unspecified)	0.81
Cc1ccc(C(=O)NNC(=O)OC(C)(C)C)c(Cl)c1	-0.27
Cc1occc1-c1nnc(SCC(=O)NCCc2ccccc2)n1C(C)c1ccccc1 (stereo unspecified)	-3.5
O=C(NCc1ccccc1)N(Cc1nc2ccccc2c(=O)[nH]1)C1CCCC1	0.62
CCOC(=O)c1cccnc1SCC(=O)NC(C)CC (stereo unspecified)	1.1
FC(F)(F)c1cccc(Cn2nnnc2-c2cccc(C(F)(F)F)c2)c1	-2.8
CC(C)(C)c1nnc2sc(SCCN3C(=O)c4ccccc4C3=O)nn2c1=O	-0.34
Cc1cc(=O)oc(C)c1C(=O)NCC1CCCO1 (stereo unspecified)	0.46
CC(C)(O)C#Cc1ccc(C(=O)N2CCN(C(=O)c3ccco3)CC2)cc1	-0.11
CCOC(=O)C1=C(CSc2n[nH]c(N)n2)NC(=O)NC1C (stereo unspecified)	-0.4
CN1CCN(S(=O)(=O)c2ccc3c(c2)NC(=O)C2CCCN32)CC1 (stereo unspecified)	0.99
COC(=O)C(O)(CC(=O)Nc1cccc(SC)c1)C(F)(F)F (stereo unspecified)	-2
Cc1ccccc1OCC(=O)Nc1sc(C(=O)Nc2cccc(C)c2C)c(C)c1C#N	0.081
CO/N=C(/CS(=O)(=O)c1ccc(C)cc1)c1ccc(OC)cc1	-0.64
CCOC(=O)c1c(-c2cccs2)csc1NC(=O)CCCC(=O)O	-0.58
COCCSc1ccccc1C(=O)Nc1nncs1	0.28
Nc1ncn(C(=O)c2ccco2)n1	0.5
Cc1ccc(C2CC(c3ccco3)n3nc(N)nc3N2)cc1 (stereo unspecified)	0.26
COc1ccc(CNC(=O)c2c(O)c3cccc4c3n(c2=O)CCC4)cc1OC	0.33
COc1cc(OC)cc(C(=O)OCc2cc3ccccc3[nH]c2=O)c1	0.15
Cc1c(-c2cccs2)[n+](=O)c2c(n1[O-])CCCC2	0.2
O=C(c1ccc(Cn2cc(Br)cn2)o1)N1N=C(C(F)F)CC1(O)C(F)F (stereo unspecified)	-0.21
C/C(N)=C(/C#N)C(=O)CSc1nc2cc(Cl)ccc2s1	-1.2

As a short view, some entries already given.
SMILES	Cav3 T inh
Cc1occc1-c1nnc(SCC(=O)NCCc2ccccc2)n1C(C)c1ccccc1 (stereo unspecified)	-3.5
O=C(NCc1ccccc1)N(Cc1nc2ccccc2c(=O)[nH]1)C1CCCC1	0.62
CCOC(=O)c1cccnc1SCC(=O)NC(C)CC (stereo unspecified)	1.1
FC(F)(F)c1cccc(Cn2nnnc2-c2cccc(C(F)(F)F)c2)c1	-2.8
CC(C)(C)c1nnc2sc(SCCN3C(=O)c4ccccc4C3=O)nn2c1=O	-0.34
Cc1cc(=O)oc(C)c1C(=O)NCC1CCCO1 (stereo unspecified)	0.46
CC(C)(O)C#Cc1ccc(C(=O)N2CCN(C(=O)c3ccco3)CC2)cc1	-0.11
CCOC(=O)C1=C(CSc2n[nH]c(N)n2)NC(=O)NC1C (stereo unspecified)	-0.4
CN1CCN(S(=O)(=O)c2ccc3c(c2)NC(=O)C2CCCN32)CC1 (stereo unspecified)	0.99
COC(=O)C(O)(CC(=O)Nc1cccc(SC)c1)C(F)(F)F (stereo unspecified)	-2
Cc1ccccc1OCC(=O)Nc1sc(C(=O)Nc2cccc(C)c2C)c(C)c1C#N	0.081
CO/N=C(/CS(=O)(=O)c1ccc(C)cc1)c1ccc(OC)cc1	-0.64
CCOC(=O)c1c(-c2cccs2)csc1NC(=O)CCCC(=O)O	-0.58
COCCSc1ccccc1C(=O)Nc1nncs1	0.28
Nc1ncn(C(=O)c2ccco2)n1	0.5
Cc1ccc(C2CC(c3ccco3)n3nc(N)nc3N2)cc1 (stereo unspecified)	0.26
COc1ccc(CNC(=O)c2c(O)c3cccc4c3n(c2=O)CCC4)cc1OC	0.33
COc1cc(OC)cc(C(=O)OCc2cc3ccccc3[nH]c2=O)c1	0.15

More entries
SMILES	Cav3 T inh
COC(=O)c1ccccc1NC(=O)C(CCS(C)(=O)=O)NC(C)=O (stereo unspecified)	-0.83
COc1cccc(/C=N/c2oc(-c3ccccc3)cc2C#N)c1O	-0.4
COc1ccc(C(=O)c2oc3ccc(OC)cc3c2N)cc1	0.69
COCC(=O)N(Cc1cc2ccccc2[nH]c1=O)c1ccccc1OC	-2.6
COc1cc(C2c3c(oc4cc(C)c(C)cc4c3=O)C(=O)N2c2cc(C)ccn2)ccc1O (stereo unspecified)	-0.42
COc1ccc(CN(CCCN2CCOCC2)C(=O)Nc2ccccc2)cc1OC	0.73
Cc1ccc(Cn2c(SCCN3CCCCC3)nc3c2c(=O)n(C)c(=O)n3C)cc1	0.71
CC1Cc2ccccc2N1CC(=O)Nc1ccc2c(c1)OC(F)(F)O2 (stereo unspecified)	-4.2*
CCN(CC)Cc1csc(C(N)=O)c1	-0.0043
O=C(NCCCn1ccnc1)C1c2ccccc2Oc2ccccc21	0.015
COC(=O)c1sc(S(=O)(=O)NCc2ccccc2)c(C(=O)OC)c1C	-0.97
O=C(c1cc2cc(Cl)ccc2oc1=O)N1CCOCC1	0.24
Cc1cc(=O)[nH]c(/N=C(\N)Nc2cccc3ccccc23)n1	0.087
O=C1c2ccccc2C(=O)C1c1ccccc1	-0.6
CC1C(=O)CC(c2ccco2)NC1c1ccco1 (stereo unspecified)	0.49
COc1ccccc1-c1n[nH]c(=S)o1	0.09
CC(C)COc1ccc(C(=O)N(Cc2ccco2)C2CCS(=O)(=O)C2)cc1 (stereo unspecified)	0.056
Brc1cccc(-c2nnc3sc(CNC4CCCC4)cn23)c1	1.3
Cc1ccc(CNC(=O)c2ccc3c(=O)c(O)c(-c4ccc(C)cc4)[nH]c3c2)cc1	1
Cc1cc(-c2nnc3n2N=C(c2ccc(-c4ccccc4)cc2)CS3)n[nH]1	0.55
CC(C)c1nnc(NC(=O)C2c3ccccc3Oc3ccccc32)s1	-0.049
Cc1ccc(C(=O)O/N=C(\N)c2cccc([N+](=O)[O-])c2)cc1	-1.3
COC(=O)c1c(CSc2cccc(C)c2)noc1C(=O)NCc1ccco1	-1.4
O=C(CSc1nnnn1-c1ccccc1)N1CCCc2ccccc21	-2
COC(=O)Nc1ccc(S(=O)(=O)N2c3ccccc3CCC2C)cc1 (stereo unspecified)	-7.2*
CCOC(=O)c1c(C2COc3ccccc3O2)csc1NC(=O)c1ccco1 (stereo unspecified)	-1.2
O=C(CCS(=O)(=O)Cc1ccccc1)N1CCN(c2ccccc2)CC1	1.6
COc1ccc(NC(=O)NC2(C(=O)N3CCCCCC3)CCCCC2)cc1	-0.35
CC(C)C(=O)N1CCN(c2ccccc2N)CC1	0.066
O=C(NC1CCN(C(=O)N2CCOCC2)CC1)c1ccccc1	1.1
N#Cc1ccc(NC(=O)C2CC(c3ccc(F)cc3)=NO2)cc1 (stereo unspecified)	-1.9
CCOC(=O)/C(=C\Nc1ccc(OC(F)(F)F)cc1)Sc1ncc(C(F)(F)F)cc1Cl	-3.3
COc1cc2c(cc1OC)C(=O)Cc1ccc3c(c1CN(C)CC2)OCO3	1.1
CC(C)CCNC(=O)c1onc(CSc2ccccn2)c1C(=O)NCCC(C)C	-0.99
CCCCN1c2ccccc2N(CCCO)c2cc(C)nnc21	1.4
Cc1c(NC(C)c2cc(Cl)ccc2O)c(=O)n(-c2ccccc2)n1C (stereo unspecified)	-0.83
COC(=O)c1c(NS(=O)(=O)c2cccs2)sc2c1CCCC2	-5.1
C=CCn1c(=O)c(C(=O)Nc2cccnc2)c(O)c2ccccc21	-0.53
COc1ccc(C2=NOC3(CC(=O)N(c4ccc(C)cc4)C3=O)C2)cc1 (stereo unspecified)	0.011
CCOc1ccc(OCC)c(S(=O)(=O)N2CCCCC2)c1	0.029

Part of the list above, as labelled records:
COC(=O)C(O)(CC(=O)Nc1cccc(SC)c1)C(F)(F)F (stereo unspecified)
- Cav3 T inh: -2
Cc1ccccc1OCC(=O)Nc1sc(C(=O)Nc2cccc(C)c2C)c(C)c1C#N
- Cav3 T inh: 0.081

Next part:
SMILES	Cav3 T inh
COc1ccc(NC(=O)CC2C(=O)N(c3cccc(C)c3)C(=O)N2C2CCCCC2)cc1 (stereo unspecified)	-0.47
CCOC(=O)C1CCN(C(c2cc3ccc(C)c(C)c3[nH]c2=O)c2nnnn2C2CCCCC2)CC1 (stereo unspecified)	-2.2
CC(SCc1cn2cc(Cl)ccc2n1)C(=O)O (stereo unspecified)	0.35
COc1ccccc1C(c1nnnn1C(C)(C)C)N1CCN(Cc2ccccc2)CC1 (stereo unspecified)	0.073
CC(=O)N/C(=N/c1nc(C)cc(C)n1)Nc1ccc(NC(C)=O)cc1	0.85
COCCSc1nnc(NC(=O)CSc2ccccc2)s1	-1.6
C[C@@H](NCCc1ccc(O)cc1)[C@@H](O)c1ccc(O)cc1	0.23
CS(=O)(=O)N(CC(=O)N1CCN(c2ccccc2F)CC1)c1ccc2c(c1)OCCO2	0.011
CC1OC2(OC1C)C(=O)Nc1ccccc12 (stereo unspecified)	-3.1
CCCC[C@H](CN(N=O)[C@@H](Cc1ccccc1)CN(C)N=O)N(CCc1ccccc1)N=O	-1.6
Cn1nc(C(F)(F)F)c(C(=O)Nc2ccc(Cl)cc2)c1Cl	-1.3
COc1ccc(C(c2sc3nc(C)nn3c2O)N2CCC(O)CC2)cc1OC (stereo unspecified)	-0.54
CC(C)C1Nc2ccc(S(N)(=O)=O)cc2C2C=CCC21 (stereo unspecified)	-0.88
COc1ccc(CN2CCN(S(=O)(=O)c3ccc(F)cc3)CC2)c(OC)c1OC	-0.03
CN(C)S(=O)(=O)c1ccc2c(c1)C(CC(=O)O)OC2=O (stereo unspecified)	-0.07
COc1ccc(C(=O)NCC(=O)OCC(=O)c2ccc3c(c2)OCCO3)cc1	0.14
CC(C)Sc1nc2sc3c(c2c2nnc(SCC(=O)NCc4ccco4)n12)CCCC3	0.62
CC(C)(O)c1cn(-c2nonc2N)nn1	0.0015
Cc1ccc(Cn2nnc3c(=O)n(CC(=O)N4CCCc5ccccc54)cnc32)cc1	-2.8
CCOc1cc(CNCc2cccs2)cc(Br)c1OC	-0.3
COc1ccc(F)cc1S(=O)(=O)NC1CCCC1	-0.28
COc1cc(NC(=O)c2ccc(NS(=O)(=O)c3c(C)noc3C)cc2)cc(OC)c1	0.053
CCCCOC(=O)c1ccc(O)cc1	-0.44
CCOc1ccccc1NC(=O)c1cc(S(=O)(=O)N2CCC3(CC2)OCCO3)ccc1F	-0.084
O=C(Cc1cccc2ccccc12)N/N=C/c1ccc(F)cc1	-4*
Cn1c2ccc(F)cc2c2ncn(CCCN(CCO)CCO)c(=O)c21	0.87
CCN(CC)c1ccc(/C=c2\sc3nnc(-c4ccccc4Cl)n3c2=O)cc1	-4.7*
CCOC(=O)C1CCCN(S(=O)(=O)c2ccc(C)cc2)C1 (stereo unspecified)	1.2
Cc1ccc(Cn2nc(C)c(NC(=O)C3CC3)c2C)cc1	-0.46
COc1ccc(N(CC(=O)NN=C2CCCCCCC2)S(=O)(=O)c2ccccc2)cc1Cl	-0.64
Cn1c(=O)oc2cc(S(=O)(=O)Nc3ccc(Cl)cc3F)ccc21	-0.27
CCCN1CCN(C(=O)c2ccc(Sc3ccc(C)cc3)c(NC(C)=O)c2)CC1	-1.7
Cn1c(C(=O)N2CCN(C(=O)c3ccco3)CC2)cc2c(=O)n(C)c3ccccc3c21	1.2
CCOC(=O)C1CCCN(S(=O)(=O)c2cc(OCC(N)=O)c(C)cc2Cl)C1 (stereo unspecified)	0.78
CCCn1c(CC)nc([N+](=O)[O-])c1Sc1ccc(C)cc1	-3.5
Cn1nnnc1SCc1nnc(-c2ccc(Cl)cc2)o1	-1.9
Cc1ccc(C2CC2C(=O)NNC(=S)Nc2cccc(C)c2)cc1 (stereo unspecified)	-8.7*
O=C1CCCCCN1CSc1nc2ccccc2s1	-2.1
CC1CN(Cc2nc3c(c(=O)n(C)c(=O)n3C)n2CC(O)CO)CC(C)O1 (stereo unspecified)	0.19
CCN(CC(=O)Nc1ccc(OC)c(OC)c1)S(=O)(=O)c1ccc(C)cc1	1
CCOC(=O)Cc1csc(-n2sc3ccccc3c2=O)n1	-0.2
Cc1[nH]c2ccccc2c1/C=N/Nc1ccc([N+](=O)[O-])cc1S(=O)(=O)Nc1ccc(Cl)cc1	-0.2
Cc1cccc(-n2c(SCC(=O)NCc3ccco3)nc3ccccc3c2=O)c1	-0.49
O=C(NC1CCCC1)C(c1ccc(N2CCOCC2)cc1)N(Cc1ccccc1)C(=O)c1ccco1 (stereo unspecified)	1.4
CCCN1CCC(NC(=O)Nc2ccccc2C(=O)OC)CC1	0.55
Cc1sc(-n2c(C)cc(/C=N/n3cnnc3)c2C)c(C#N)c1C	1.7
CCCCNC(=O)c1onc(CSc2cc(C)cc(C)c2)c1C(=O)O	-1.3
Cc1ccc(S(=O)(=O)NC(=O)c2ccc(Br)o2)c(C)c1	-0.027
Cn1nc(-c2ccc(Cl)cc2)c2cc(C(=O)NCC3CCCO3)sc21 (stereo unspecified)	0.97
